CAL PDZ FP-1 = inhibitors of human CAL PDZ peptide binding; Q9HD26; purified CAL PDZ, TMR-peptide fluorescence polarization, 1 h; inhibition, % at 24.9 µM; actives 0.92% (n = 300,000); AID 602252;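 active means mean inhibition of at least 30% with at least half of replicates also reaching 30%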;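 further: 0% = DMSO neutral control and 100% = excess unlabeled competitor peptide PRC23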
LANA DNA inh = KSHV C-LANA DNA binding inhibition; MBP-C-LANA/FAM-LBS DNA binding, fluorescence polarization; inhibition, % at 9 µM; actives 0.078% (n = 340,000);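 active means highest replicate inhibition at or above 60% at 9 µM, even if other replicates fall short; inactive means all replicates below 60% inhibition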;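 further: 0% = neutral control wells and 100% = 4 µM acridine orange control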
Keap1-Nrf2 PPI = Keap1-Nrf2 (human) interaction inhibition. Q14145. Keap1 Kelch-Nrf2 peptide fluorescence polarization, 1536-well. inhibition, % at 9.4 µM. actives 0.15% (n = 340,000). AID 504523; in the data active means inhibition above about 12%;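 further: human Keap1 Kelch domain with fluorescein labeled Nrf2 9mer peptide probe; 0% = neutral control wells and 100% = peptide positive control; higher means more block of Keap1 binding to Nrf2 peptide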
Target sequence (Q14145 whole entry, looked up, the tested form may be a part): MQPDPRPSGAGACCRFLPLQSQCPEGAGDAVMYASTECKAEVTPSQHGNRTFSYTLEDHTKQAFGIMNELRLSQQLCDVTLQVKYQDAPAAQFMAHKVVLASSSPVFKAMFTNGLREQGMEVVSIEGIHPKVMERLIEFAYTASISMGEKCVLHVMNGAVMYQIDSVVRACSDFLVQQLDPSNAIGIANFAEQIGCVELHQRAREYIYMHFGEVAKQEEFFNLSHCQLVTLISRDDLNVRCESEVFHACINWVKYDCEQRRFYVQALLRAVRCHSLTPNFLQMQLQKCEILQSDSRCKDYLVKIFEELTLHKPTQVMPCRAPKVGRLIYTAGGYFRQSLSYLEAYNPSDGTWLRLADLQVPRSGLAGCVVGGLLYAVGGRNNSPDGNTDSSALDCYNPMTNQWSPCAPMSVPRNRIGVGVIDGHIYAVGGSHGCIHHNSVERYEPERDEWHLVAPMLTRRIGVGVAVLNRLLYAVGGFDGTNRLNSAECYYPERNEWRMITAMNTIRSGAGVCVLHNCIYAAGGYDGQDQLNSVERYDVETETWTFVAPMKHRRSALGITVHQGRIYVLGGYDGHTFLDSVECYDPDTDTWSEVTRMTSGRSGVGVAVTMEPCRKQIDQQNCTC
CAL PDZ FP-2 = human CAL PDZ-peptide interaction inhibition; Q9HD26; purified CAL PDZ, TMR-peptide fluorescence polarization, 1 h; inhibition, % at 20 µM; actives 0.02% (n = 330,000); AID 504414;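 active means highest replicate inhibition of at least 40%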;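 further: plate controls were DMSO neutral control wells for no effect and unlabeled competitor peptide control wells for full effect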
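Material: tagged CAL PDZ domain; buffer or medium: 25 mM sodium phosphate pH 7.4, 150 mM NaCl, TCEP, IgG, Thesit; compound dosing: single point, 20 µM; schedule: 1 h incubation at room temperature before polarization reading; measured by: FP readout, S and P plane fluorescence; read-out basis: percent inhibition from loss of millipolarization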
DAGLB inh = blocks human DAGLB lipase activity. Q8NCG7. HEK293T DAGLB membrane lysate, EnzChek fluorogenic substrate. inhibition, % at 5.17 µM. actives 0.059% (n = 340,000). AID 504411; in the data active means inhibition above about 34%;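 further: 0% = enzyme with vehicle and 100% = wells lacking enzyme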
cardiac RTF act = increases calcium sensitivity of human cardiac regulated thin filaments | P19429+P45379 | IANBD-labeled TnC RTF fluorescence at EC20 calcium; 0% EC20 calcium, 100% full calcium | activation, % at 7.2 µM | AID 493008 | actives 0.24% (n = 340,000);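 active means activation above the mean over all tested compounds plus 3 SD, cut at about 30% in these data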;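 further: rise in fluorescence read as greater calcium sensitivity of cardiac thin filaments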
Rtt109 Vps75 = blocks Candida albicans Rtt109/Vps75 acetyltransferase activity. inhibition, % at 34.9 µM. actives 0.16% (n = 330,000). purified Rtt109/Vps75, ThioGlo CoA-SH fluorescence, 4 h. Q5AAJ8;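 active means inhibition of at least 50% in every replicate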
Cardiac RTF inh = cardiac RTF calcium desensitization. P19429+P45379. IANBD-labeled cardiac RTF, Ca2+ fluorescence. inhibition, % at 7.15 µM. actives 0.12% (n = 340,000);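 active means inhibition above the mean inhibition of all tested compounds plus 3 SD, cut at about 17% in these data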;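 further: assay run at fixed EC70 calcium of 1.6 mM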
PKA-R2B act = activators of human PKA-R2B complex. activation, % at 11.4 µM. actives 0.079% (n = 340,000). PKA-R2B holoenzyme dissociation, Cy5-IP20 fluorescence polarization; R2B truncated from residue 108, S112A mutant; 0% DMSO only, 100% 113 µM cGMP. P22694+P31323;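 active means activation above a cutoff set at the mean over all compounds plus 3 SD, cut at about 18% in these data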;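 further: higher means more holoenzyme dissociation and a rise in polarization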
Target sequence (P31323 whole entry, looked up, other chains not shown, the tested form may be a part): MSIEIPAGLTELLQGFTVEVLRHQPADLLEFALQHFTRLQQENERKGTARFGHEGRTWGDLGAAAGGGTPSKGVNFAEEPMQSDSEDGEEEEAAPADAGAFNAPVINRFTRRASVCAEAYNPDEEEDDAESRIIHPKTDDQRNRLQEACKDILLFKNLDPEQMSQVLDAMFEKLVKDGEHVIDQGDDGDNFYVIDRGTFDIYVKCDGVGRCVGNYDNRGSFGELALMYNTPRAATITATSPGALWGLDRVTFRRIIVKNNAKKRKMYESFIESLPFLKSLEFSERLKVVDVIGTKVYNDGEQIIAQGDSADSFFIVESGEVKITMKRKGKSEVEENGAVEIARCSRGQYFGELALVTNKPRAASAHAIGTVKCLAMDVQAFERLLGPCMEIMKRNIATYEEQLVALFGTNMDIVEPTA
SR-BI DiI-HDL act = enhances SR-BI lipid uptake from DiI-HDL; CHO ldlA[mSR-BI] cells, DiI-HDL uptake fluorescence, 3 h; 100 = double the neutral-control signal; activation, % at 12.5 µM; actives 0.096% (n = 320,000); AID 504775;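 active means mean replicate activation of at least 60% and every replicate at or above 60%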;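 further: 0% = median plate neutral-control signal and 100% = twice that signal; values of inactives mirror those of a sister screen read the other way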
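Test system: SR-BI-overexpressing, LDLR-lacking CHO cells; Also added: labelled HDL, 10 µg/mL; Measured by: bottom-read cell fluorescence after medium removal, ex 550/em 595 nm; Timing: 3 h uptake period with compound, 37 °C; Buffer or medium: F12, 0.5% BSA, 25 mM HEPES; Doses: single compound concentration, delivered by pin transfer.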
Numbers without * were called inactive; x = no result given.

Below each SMILES – CAL PDZ FP-1	LANA DNA inh	Keap1-Nrf2 PPI	CAL PDZ FP-2	DAGLB inh	cardiac RTF act	Rtt109 Vps75	Cardiac RTF inh	PKA-R2B act	SR-BI DiI-HDL act
> O/N=C1/CCc2nonc2/C1=N/O
 : 1	0.2	-4	-1.1	-1	2	1	-8	-2	29
> Cc1ccc(CS(=O)Cc2ccc(C(=O)NCC(C)c3ccccc3)o2)cc1 (stereo not drawn)
 : 82*	-0.5	-4	-0.8	-4	0	-4	3	8	-12
> Cc1nn(CC(=O)c2ccc3c(c2)OCCO3)c(=O)c(C#N)c1C
 : 0	2.2	-7	0.3	-2	2	-3	-5	6	-1
> CN1C=CC=C/C1=C1/N=C(c2ccccc2)OC1=O
 : -4	0.2	-1	0.0	3	10	24	0	-3	19
> CCOC(=O)c1nc(C)n(-c2ccc(Cl)cc2Cl)n1
 : 1	-1.0	-3	-0.9	1	2	9	-11	-2	x
> CCOc1ccc(NC(=O)COC(=O)Cn2cnnn2)cc1OCC
 : 0	3.5	6	-1.3	1	-5	-3	-14	-3	-12
> Cc1cc(C(=O)CN2C(=O)NC(C)(c3ccccc3)C2=O)c(C)n1CC1CCCO1 (stereo not drawn)
 : -5	-0.2	-5	-1.5	0	2	1	-12	5	8
> Cc1cc(C(=O)N/N=C/c2ccncc2)c(C)o1
 : -3	-0.9	4	-1.9	-6	9	5	-9	-4	9
> CCOC(=O)c1cccc(-c2ccc(C=O)o2)c1
 : -5	-0.8	1	-1.1	-2	9	21	-7	-15	0
> Cc1ccc2oc(C(=O)N(Cc3ccc(N(C)C)cc3)CC3CCCO3)c(C)c2c1 (stereo not drawn)
 : x	-0.2	-1	0.4	-7	0	6	-6	10	17
> CCc1ccccc1N(CC(=O)NCCc1ccccc1)C(=O)CCC(=O)Nc1ccccn1
 : 65*	-1.0	4	-0.5	2	-7	1	-3	10	-14
> O=C(c1ccc(Cl)cc1)N1CCC2CC1c1cc(-c3ccccc3)ccc12 (stereo not drawn)
 : 3	1.4	-2	-0.4	-5	2	13	-10	3	-27
> Cc1onc(-c2ccccc2Cl)c1C(=O)NCc1cccnc1
 : x	-0.5	3	-2.8	0	-5	3	-2	20*	41
> CCOC(=O)c1cc(=O)n2nc(-c3ccccc3F)nc2s1
 : 0	0.7	0	0.2	0	-3	-1	2	0	12
> CN(c1ccccc1)c1ccc(/C=N/N2CCOCC2)cc1
 : -3	-6.4	-4	-0.1	-4	-4	-16	1	-8	10
> O=C(C[n+]1cc(-c2ccccc2)n2c1CCC2)Nc1nc(-c2ccc(F)cc2)cs1
 : -4	-0.3	-1	-5.2	1	-2	18	6	-6	-15
> COc1cc2cc(C(=O)O)[nH]c2c(OC)c1OC
 : 0	0.3	-5	-2.0	1	1	1	3	15	32
> Cc1cc(Cl)ccc1OC(C)C(=O)NC(C)C1CCCO1 (stereo not drawn)
 : -5	0.6	-5	-3.0	-2	4	-23	-11	-1	7
> CCN(C(=O)COc1cc(=O)n(CC)c2ccccc12)c1cc(Cl)ccc1OC
 : x	-0.5	-4	-1.8	-1	5	20	1	0	-35
> Nc1nc2c(nc(Br)n2[C@@H]2O[C@@H]3COP(=O)(O)O[C@H]3[C@H]2O)c(=O)[nH]1
 : 0	-2.2	2	-0.1	1	0	2	15	77*	13
> O=C(O)c1cccc(N2C(=O)c3ccc4c5c(ccc(c35)C2=O)C(=O)N(c2cccc(C(=O)O)c2)C4=O)c1
 : -1	0.6	-4	-2.8	0	8	12	-6	-8	4
> CC(=O)c1ccc(N2CCN(C(=O)c3ccc(Cn4c(=S)[nH]c5ccc(N6CCOCC6)cc5c4=O)cc3)CC2)cc1
 : -11	-1.2	3	0.1	7	4	-5	4	-12	-49
> COc1ccccc1CN(CC(=O)NCc1ccc(F)cc1)C(=O)c1csnn1
 : -4	-2.4	-2	-1.6	1	-6	0	-7	-23	-1
> COc1ccc(/C=C2\CCCc3c2nc2ccc(C)cc2c3C(=O)O)cc1O
 : -18	1.1	-1	1.1	2	4	-3	-1	-17	-5
> CC(C)(O)CC[C@@H](O)[C@](C)(O)[C@H]1CC[C@@]2(O)C3=CC(=O)[C@@H]4C[C@@H](O)[C@@H](O)C[C@]4(C)[C@H]3CC[C@]12C
 : -4	-7.0	0	0.5	4	0	-7	-11	2	10
> CCOc1ccc(CCNC(=O)COC(=O)Cn2cnc3c2c(=O)n(C)c(=O)n3C)cc1OCC
 : -2	0.1	-1	-2.3	2	7	-9	0	2	1
> CCCCOc1ccc(CSc2nnc(C)n2N)cc1[N+](=O)[O-]
 : -2	-1.4	-5	0.3	4	0	-1	2	-19	-14
> COc1ncnc(OC)c1NC(=O)c1ccc(F)cc1
 : -1	0.5	6	-1.0	0	4	-5	-1	4	13
> Cc1cc(OC(=O)c2cccc(F)c2)c([N+](=O)[O-])c(=O)[nH]1
 : -4	-0.7	-1	0.8	2	-3	-1	-3	8	2
> COc1ccc2nc(C)c3c(c2c1)OC(C)C3 (stereo not drawn)
 : -3	0.2	-4	0.7	-1	1	-12	4	-1	x
> CCNc1cc(N2CCN(S(=O)(=O)c3ccc4c(c3)CCCC4)CC2)ccc1[N+](=O)[O-]
 : -6	-0.1	0	x	0	-3	8	-7	1	-22
> CC(CN1CCN(C)CC1)OC(=O)c1ccccc1Cl (stereo not drawn)
 : -3	0.6	-4	-2.0	-1	-2	-3	10	2	2
> CC(=O)NC(CC(=O)OC(C)C(=O)Nc1ccc(Cl)cn1)c1ccccc1 (stereo not drawn)
 : 0	0.3	-7	-2.1	0	-3	-2	-10	-3	25
> CCOc1cnc(C(=O)NNC(=O)c2ccccc2Br)o1
 : 1	1.5	1	-1.7	0	-1	-2	-7	1	26
> O=[N+]([O-])c1cc(Cl)ccc1-c1nc(-c2ccncc2)no1
 : -3	2.4	0	-2.1	-1	1	-2	-6	-2	-4
> CCCOC(=S)N/C(=N\S(=O)(=O)c1ccccc1)c1ccccc1
 : -2	-1.8	-3	0.0	1	6	8	0	1	28
> O=C1C2CC=CCC2C(=O)N1c1ccc(OCC(O)Cn2nnc3ccccc32)cc1 (stereo not drawn)
 : x	0.3	-3	-1.5	-4	4	0	-10	-7	18
> Cc1ccc(O)c(NC(=O)c2ccc3c(c2)C(=O)N(Cc2cccnc2)C3=O)c1
 : x	-0.9	-2	-0.3	-2	-1	7	-11	-8	x
> S=C(NCc1ccco1)N/N=C/c1ccccc1Cl
 : -2	-2.1	1	-2.5	-5	-1	0	7	0	21
> COc1cc2c(cc1OC)C1=NC(=O)CN1C(SCc1ccc(C)cc1)=N2
 : -6	0.1	0	-4.4	4	-5	-4	-11	4	-65
> CC(C)(C)C(=O)NCCc1nc2ccccc2n1CC(=O)c1ccccc1
 : x	1.3	1	-0.7	-1	-3	-4	0	5	2
> COC(=O)c1cc2c(s1)-c1ccccc1CC2
 : 1	1.9	-2	-0.2	-11	-1	-1	1	-7	-33
> CC(=O)Nc1ccc(C(=O)N(C)c2ccccc2)cc1
 : -4	-0.8	-2	-0.4	-2	-2	-4	-10	-15	-8
> NS(=O)(=O)c1cccc(NC(=O)CSc2nn(-c3ccccc3)c(=S)s2)c1
 : -1	1.1	5	-1.1	2	4	4	12	-3	-54
> CS(=O)(=O)c1ccc(NC(=O)c2cccc(S(=O)(=O)N3CCN(Cc4ccccc4)CC3)c2)cc1
 : x	0.7	-1	-1.0	0	-2	-5	-3	-12	x
> S=c1[nH]nc(C2CCCCC2)n1/N=C/c1ccc(Br)s1
 : x	-0.8	-5	-1.0	-3	1	-5	-8	-9	-5
> Cc1nonc1CN(C)C(=O)CC1C(=O)NCCN1Cc1cccc(C(F)(F)F)c1 (stereo not drawn)
 : -1	-0.2	-3	-0.3	-3	-2	-1	1	3	10
> COc1ccccc1C(=O)C1CCCN(Cc2ccc3c(c2)OCCO3)C1 (stereo not drawn)
 : -1	-0.7	1	-2.1	-7	-1	27	-7	7	x
> COc1cc2c(cc1OC)CN(Cc1cc(=O)n3c(-c4ccccc4)csc3n1)CC2
 : 0	0.8	-7	-3.1	5	1	-37	-12	-7	-10
> COc1ccc(C(=O)Nc2ccc3c(c2)C(=O)c2ccccc2C3=O)cc1OC
 : -3	0.9	1	-1.4	1	-6	14	4	-3	-8
> COC(=O)\C(C(C)=O)=C(/C=C/C=C/C=C/N(C)C)N(C)C
 : -6	46	1	0.8	0	0	6	-12	4	3
> O=C(O)CN1C(=O)C(=O)N(Cc2cccc(F)c2)C1=O
 : -1	-1.7	1	-1.5	3	-5	-3	1	2	32
> CC(C)c1nc(C#N)c(NCCCn2ccnc2)o1
 : x	-0.1	-1	-1.8	0	12	12	-2	0	11

9 structures out of the list, ordered by molar mass, low to high:
Below each SMILES – CAL PDZ FP-1	LANA DNA inh	Keap1-Nrf2 PPI	CAL PDZ FP-2	DAGLB inh	cardiac RTF act	Rtt109 Vps75	Cardiac RTF inh	PKA-R2B act	SR-BI DiI-HDL act
> COC(=O)c1cc2c(s1)-c1ccccc1CC2
 : 1	1.9	-2	-0.2	-11	-1	-1	1	-7	-33
> CC(=O)Nc1ccc(C(=O)N(C)c2ccccc2)cc1
 : -4	-0.8	-2	-0.4	-2	-2	-4	-10	-15	-8
> S=C(NCc1ccco1)N/N=C/c1ccccc1Cl
 : -2	-2.1	1	-2.5	-5	-1	0	7	0	21
> O=[N+]([O-])c1cc(Cl)ccc1-c1nc(-c2ccncc2)no1
 : -3	2.4	0	-2.1	-1	1	-2	-6	-2	-4
> CCOc1cnc(C(=O)NNC(=O)c2ccccc2Br)o1
 : 1	1.5	1	-1.7	0	-1	-2	-7	1	26
> COc1ccccc1C(=O)C1CCCN(Cc2ccc3c(c2)OCCO3)C1 (stereo not drawn)
 : -1	-0.7	1	-2.1	-7	-1	27	-7	7	x
> CC(=O)NC(CC(=O)OC(C)C(=O)Nc1ccc(Cl)cn1)c1ccccc1 (stereo not drawn)
 : 0	0.3	-7	-2.1	0	-3	-2	-10	-3	25
> Cc1nonc1CN(C)C(=O)CC1C(=O)NCCN1Cc1cccc(C(F)(F)F)c1 (stereo not drawn)
 : -1	-0.2	-3	-0.3	-3	-2	-1	1	3	10
> COc1cc2c(cc1OC)CN(Cc1cc(=O)n3c(-c4ccccc4)csc3n1)CC2
 : 0	0.8	-7	-3.1	5	1	-37	-12	-7	-10
